# Screening data deposited in PubChem by several laboratories.
# LMPTP block = blocks human LMPTP phosphatase. recombinant LMPTP-A, OMFP fluorogenic substrate, fluorescence intensity. inhibition, % at 20 µM. actives 0.22% (n = 360,000). AID 651560;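 active means compounds that cut the enzyme signal by at least half of the control window in the single-dose screen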;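 further: plate controls were DMSO wells with enzyme plus substrate for no effect and substrate without enzyme for full effect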
#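 Test system: LMPTP-A phosphatase enzyme; input: 0.625 nM LMPTP-A final; reagent: OMFP substrate, 400 µM final; compound dosing: 20 µM single dose, 3% DMSO; incubation: 50 min dark incubation at room temperature; measured by: endpoint fluorescence intensity from OMFP dephosphorylation; measure: % inhibition relative to no-enzyme and uninhibited control wells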
# DNMT1 block = DNMT1 (human) enzyme inhibition; actives 0.83% (n = 360,000); P26358; inhibition (reported as % activation of signal), % at 10 µM; DNMT1 molecular beacon, Hinp1I cleavage, fluorescence; in the data active means inhibition above about 50%
# Target sequence (P26358 504-1616 limits assumed): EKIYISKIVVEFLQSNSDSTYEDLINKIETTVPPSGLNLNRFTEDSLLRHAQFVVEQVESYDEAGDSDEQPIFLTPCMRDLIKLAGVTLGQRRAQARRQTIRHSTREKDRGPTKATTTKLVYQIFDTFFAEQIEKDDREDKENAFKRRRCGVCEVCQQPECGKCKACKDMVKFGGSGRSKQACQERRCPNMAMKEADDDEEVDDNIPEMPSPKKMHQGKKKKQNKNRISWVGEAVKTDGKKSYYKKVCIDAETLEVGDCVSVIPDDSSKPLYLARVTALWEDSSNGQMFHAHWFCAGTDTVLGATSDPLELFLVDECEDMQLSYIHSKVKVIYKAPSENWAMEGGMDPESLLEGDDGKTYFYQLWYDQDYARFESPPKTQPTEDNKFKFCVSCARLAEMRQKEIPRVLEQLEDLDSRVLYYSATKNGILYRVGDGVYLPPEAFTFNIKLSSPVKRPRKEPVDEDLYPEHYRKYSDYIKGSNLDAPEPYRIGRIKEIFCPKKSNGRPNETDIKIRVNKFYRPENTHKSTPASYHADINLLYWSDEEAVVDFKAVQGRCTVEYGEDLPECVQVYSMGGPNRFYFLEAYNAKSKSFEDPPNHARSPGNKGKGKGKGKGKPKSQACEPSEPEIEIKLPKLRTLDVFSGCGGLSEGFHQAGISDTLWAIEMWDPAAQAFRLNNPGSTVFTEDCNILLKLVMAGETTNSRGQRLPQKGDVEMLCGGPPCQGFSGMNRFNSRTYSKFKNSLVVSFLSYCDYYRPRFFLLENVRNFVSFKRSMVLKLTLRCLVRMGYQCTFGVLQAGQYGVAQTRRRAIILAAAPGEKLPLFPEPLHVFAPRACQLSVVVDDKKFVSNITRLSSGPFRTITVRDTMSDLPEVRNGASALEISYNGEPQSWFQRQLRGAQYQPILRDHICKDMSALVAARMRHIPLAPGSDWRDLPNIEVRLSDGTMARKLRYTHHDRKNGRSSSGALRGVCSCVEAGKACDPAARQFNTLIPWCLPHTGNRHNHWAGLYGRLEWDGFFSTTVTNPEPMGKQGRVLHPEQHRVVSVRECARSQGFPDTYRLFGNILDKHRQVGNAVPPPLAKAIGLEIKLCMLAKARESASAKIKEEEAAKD
# SUMO1-SIM PPI = alters human SUMO1 binding to SIM partners; P63165; SUMO1 binding to a labelled peptide, TR-FRET, 1 h; inhibition, % at 20 µM; actives 0.33% (n = 360,000); in the data active means inhibition above about 37%
# SKN-1 block = inhibitors of C. elegans SKN-1 | C. elegans VP596 Pgst-4::GFP/RFP ratio, acrylamide-induced, 24 h | inhibition, % at 21.8 µM | actives 0.49% (n = 360,000) | AID 624304;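 active means interference check ratio from 0.5 to 1.5 plus GFP to RFP signal ratio inhibition reaching or exceeding a fixed threshold, cut at about 30% in these data, passing the limit was not always enough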; further: some compounds called inactive have numbers as strong as hits
# Tb MetRS inh = blocks T. brucei methionyl-tRNA synthetase activity; purified T. brucei MetRS, ATP depletion, Kinase-Glo luminescence; actives 0.4% (n = 360,000); inhibition, % at 11.9 µM;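 active means inhibition above a per-plate cutoff of the control wells' mean inhibition plus 3 SD, cut at about 5.5% in these data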;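 further: 0% = DMSO wells median and 100% = median of wells with control inhibitor compound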
#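 Test system: purified T. brucei MetRS enzyme. Also added: ATP, methionine and E. coli bulk tRNA substrates. Compound: 11.9 µM single point. Schedule: 15 min enzyme-compound preincubation, 2 h reaction, 10 min detection, 25 °C. Signal: luciferase luminescence of residual ATP, Kinase-Glo. Evaluation: percent inhibition versus plate control medians. Controls: DMSO wells, low control.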
# NadD block = inhibitors of Staphylococcus aureus NadD; purified NadD enzyme, colorimetric absorbance read-out; inhibition, % at 20 µM; actives 0.78% (n = 360,000); in the data active means inhibition above about 26%; further: some compounds past the cut are filed as inactive
# NRP1-CendR mod = modulators of CendR peptide binding to human neuropilin-1 | actives 0.85% (n = 360,000) | inhibition, % at 25 µM | FAM-RPARPAR peptide binding to NRP-1, fluorescence polarization | AID 602438;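 active means inhibition or corrected inhibition above about 18%, plus a signal ratio from 0.5 to 1.5, limit read from the data, passing the limit was not always enough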; further: strong numbers were not always called active
# Neddyl block = inhibitors of human cullin neddylation. AID 651699. P61081+Q13564. calls only at 25 µM. actives 0.58% (n = 360,000). TR-FRET cullin neddylation, biochemical; in the data active means inhibition above about 36%
# Scp1 inh = Scp-1 (human) phosphatase inhibition. Q9GZU7. actives 0.88% (n = 340,000). AID 493091. Recombinant Scp1, phosphopeptide, malachite green phosphate absorbance. inhibition, % at 20 µM;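 active means inhibition above about 50% at 20 µM, limit read from the data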;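 further: plate controls were DMSO wells with enzyme for no effect and wells lacking enzyme for full effect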
#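 Incubation: 45 min enzyme reaction at room temperature / System: truncated SCP-1 phosphatase (76-261aa) / Reagent: Phospho 17-mer peptide substrate / Buffer or medium: Acidic Tris acetate buffer with magnesium and detergent / Signal: absorbance at 630 nm / Doses: one concentration, 20 µM, with 1.0% DMSO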
# STEP inh = inhibitors of human striatal-enriched phosphatase STEP; actives 0.25% (n = 360,000); inhibition, % at 20 µM; P54829; AID 588621; recombinant STEP, OMFP fluorogenic substrate, fluorescence;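 active means inhibition at 20 µM, scaled per plate between control wells, above about 37%, limit read from the data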;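 further: 0% = DMSO with enzyme and substrate and 100% = substrate only without enzyme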
#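 medium = Bis-Tris buffer pH 6.0, 2.5 mM DTT, 0.005% Tween 20 | test system = STEP (striatal-enriched tyrosine phosphatase) enzyme, cell-free | measure = normalized % inhibition | compound dosing = 20 µM, 1% DMSO | also added = 25 µM OMFP | schedule = reaction 20 min, ambient temperature | measured by = fluorescence read at 480 nm ex / 540 nm em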
# * = called active by the depositor; i = inactive; x = not tested or not shown. Outcome played no part in choosing rows; any-hit rate near 4.6%.
molecule,LMPTP block,DNMT1 block,SUMO1-SIM PPI,SKN-1 block,Tb MetRS inh,NadD block,NRP1-CendR mod,Neddyl block,Scp1 inh,STEP inh
O=C1c2ccccc2C(=O)C12OC(c1ccccc1)C1(C(=O)c3ccccc3C1=O)C2c1ccc([N+](=O)[O-])cc1 (stereo unspecified),0.6,-4.3,-6.0,-38.7,-0.9,-4.5,-1.2,i,-9.1,-4.2
C=CCn1c(SCC(=O)Nc2cc(NC(C)=O)ccc2OC)nnc1-c1cccnc1,-0.9,-3.2,1.7,-3.8,-0.8,8.6,-5.4,i,-7.0,0.9
O=[N+]([O-])c1ccccc1S(=O)(=O)Nc1ncccn1,-0.2,2.3,-6.6,-4.6,-1.8,-0.8,-4.1,i,11.5,1.4
Cc1ccc(C)c(S(=O)(=O)N2CCN(C(=O)c3ccncc3)CC2)c1,-1.0,-2.0,2.5,-1.1,-0.5,-1.8,16.0,i,-1.2,-3.9
O=C(NCc1cccs1)c1cccc2c(-c3ccc(F)c(F)c3)coc12,4.9,-1.1,7.0,13.9,0.2,-8.4,-1.8,i,x,4.5
O=S(=O)(Nc1ccc(S(=O)(=O)N2CCOCC2)cc1)c1ccc(Br)cc1,1.2,0.7,-0.5,-5.5,0.0,-9.6,0.8,i,-4.8,-2.9
COCCNC(=O)C1(C)CCCN(Cc2ccc(OCc3ccccc3)cc2)C1 (stereo unspecified),0.0,0.4,-5.4,2.6,-0.1,-3.6,2.8,i,x,0.4
N#Cc1c(-c2ccco2)cc(C2CC2)nc1SCC(=O)c1ccccc1,2.6,1.0,-2.0,5.8,-0.2,9.0,-15.6,i,-16.2,-0.3
Cc1cc(=O)[nH]c(SCc2nc3ncccn3c2Br)n1,1.0,6.2,-2.3,9.1,-0.1,1.0,15.3,x,-0.3,-11.4
COC(=O)c1ccccc1NC(=O)CN1CCC(NC(=O)c2ccccc2C)CC1,-1.5,3.7,21.9,-5.8,-0.8,-1.8,-3.0,i,0.4,1.3
N#Cc1ccc(COC(=O)c2ccc3c(=O)[nH]c(CN4CCOCC4)nc3c2)cc1,-0.1,-3.0,-0.3,-18.7,0.3,0.9,-2.2,i,-9.0,-2.0
CCOC(=O)C1(Cc2cccc(OC)c2)CCCN(CCO)C1 (stereo unspecified),-0.8,3.5,4.8,9.5,0.0,2.3,0.6,i,-11.4,-1.8
CC(=O)NCC(=O)OCC(=O)c1ccc2ccccc2c1,-0.5,9.3,-11.6,17.8,0.6,-0.2,-0.3,i,-4.8,-1.5
CCN(CC)S(=O)(=O)c1ccc2[nH]cc(C(=O)NCCN3CCCCC3C)c(=O)c2c1 (stereo unspecified),0.0,-4.3,-1.9,8.8,-0.8,-0.2,-5.2,i,-10.9,-0.9
CCSc1nnc(NC(=O)CSc2c(Cl)cccc2Cl)s1,2.1,-2.6,-2.8,4.8,0.1,2.3,-3.6,i,-4.9,-0.3
CCCCCC(=O)N1C[C@@H](O)[C@H](n2cc(C3CC3)nn2)C[C@@H]1c1ccc(C)cc1,-1.2,-2.2,1.0,-2.0,-1.4,-3.6,1.7,i,x,0.4
O=C(NC1CC1)c1ccc(CSCc2ccccc2Cl)o1,-0.4,-1.5,7.0,-5.3,-0.1,-1.9,5.8,i,-11.0,0.7
COc1ccc(-n2c(Cc3cccn3C)nnc2SCC(=O)Nc2ccc(F)cc2)cc1,0.4,-2.2,7.3,-1.7,-0.2,-0.1,-0.7,i,-6.9,0.8
CCc1nnc(NC(=O)CSc2nnc(CNc3ccc(OC)cc3)n2C)s1,-1.6,-10.3,-3.4,2.6,0.3,4.4,16.2,i,-8.4,0.8
Cc1ccc(S(=O)(=O)N(C)C[C@H]2Oc3cc(Br)ccc3S(=O)(=O)N([C@H](C)CO)C[C@H]2C)cc1,-1.2,-6.2,1.1,10.2,0.0,-4.8,5.1,i,x,0.5
Cn1c(COc2ccccc2)nc2ccccc21,-0.8,5.3,-7.2,-6.4,-1.8,-7.8,-3.0,i,-2.4,-1.9
Cc1ccc(-c2cc(C(F)(F)F)nn2-c2ccc(S(N)(=O)=O)cc2)cc1,1.1,0.3,4.3,17.3,0.3,-1.0,4.6,i,-1.2,-3.0
Cc1cc(=O)oc2cc(OCc3ccc(C(=O)OCC(=O)Nc4ccc(N(C)C)cc4)cc3)ccc12,3.5,39.3,3.3,-2.0,0.0,35.5*,-12.4,i,1.6,7.5
CC1CC(C)CN(C(=S)Nc2ccc3nc4n(c(=O)c3c2)CCCCC4)C1 (stereo unspecified),-2.1,-1.9,0.9,-4.1,0.2,7.5,11.7,i,-0.9,-0.7
CCOC(=O)C1(C)CCCCCN1C(=O)c1ccc(SC(F)(F)F)cc1 (stereo unspecified),-0.8,-0.6,-6.0,22.6,0.2,-4.9,-3.8,i,x,-5.9
O=C(CN1C(=O)NC2(CCCC2)C1=O)Nc1ccccc1N1CCCCC1,0.3,1.1,5.6,-4.4,-0.2,-0.8,1.3,i,3.9,-0.8
O=Cc1cn(CCOc2ccc(F)cc2)c2ccccc12,-0.4,-0.8,1.7,7.7,-0.3,-3.0,4.7,i,x,0.4
Cc1cc(C)c(C(=O)CN2C(=O)NC3(CCC(C)CC3)C2=O)cc1C (stereo unspecified),0.6,1.0,1.3,-16.1,-0.4,-10.8,-1.9,i,0.6,-3.1
Cc1onc(-c2ccc(Cl)cc2Cl)c1-c1csc(COc2ccccc2)n1,2.0,-2.2,-1.3,3.2,-0.8,-1.7,27.4*,i,-18.4,1.9
CC(=O)c1ccsc1-c1c(C)cc2oc(=O)cc(-c3ccccc3)c2c1C,5.1,-1.7,-2.2,-5.5,-0.9,0.4,3.6,i,-6.6,1.1
CCOC(=O)c1c(C)[nH]c(C(=O)COC(=O)c2cc(C)oc2C)c1C,-1.4,0.2,7.2,-20.3,0.1,-5.3,-6.6,i,0.5,1.6
Cc1ccc(C(=O)OCC(=O)N2CC(C)OC(C)C2)cc1 (stereo unspecified),-1.4,10.3,2.0,5.4,-0.2,-3.0,-10.8,i,3.5,1.3
COc1cccc(NC(=O)CN2CCN(CC(=O)Nc3ccc(F)cc3)CC2)c1,-0.5,-1.3,1.0,3.9,-0.6,-2.6,-8.0,i,-12.3,-2.9
O=C1CCCC(=O)C1=C1SCCCS1,-3.9,10.1,-11.0,-10.5,0.6,4.8,-15.5,i,9.2,1.6
CN(C)/C=C(\C#N)C(=O)c1cccnc1Oc1cccc(F)c1,-1.6,0.3,4.8,14.9,0.5,-0.9,0.8,i,-0.3,4.3
C/C(=N/OC(=O)c1c(-c2ccccc2Cl)noc1C)c1cnccn1,-0.9,-0.8,3.4,5.9,0.1,-7.2,-3.9,i,-4.0,-2.3
Cc1oc2cc(OC(C)C(=O)O)ccc2c(=O)c1Oc1ccccc1 (stereo unspecified),-1.0,0.9,-0.7,27.3,-1.1,0.8,11.4,i,-7.4,-1.9
CCN(CC(=O)NCc1ccc(F)cc1)C(=O)c1cc2ccccc2o1,0.3,8.9,6.2,9.1,-0.1,2.4,13.3,i,-0.8,4.2
NC(Cc1ccc(C(F)(F)F)cc1)c1csc(Nc2ccccn2)n1 (stereo unspecified),-1.5,4.0,-2.5,15.6,0.1,-2.0,-5.4,i,x,1.9
CC(=O)Nc1ccc(S(=O)(=O)Nc2ccc3c(c2)OCCO3)cc1,-1.2,-1.4,3.8,8.2,-0.6,7.3,0.1,i,-4.2,2.1
O=C(COC(=O)c1ccncc1)Nc1cc(Cl)ccc1Cl,-1.4,0.6,-3.3,13.9,-1.3,0.4,3.5,i,0.0,-0.7
Cc1c(Cl)cccc1NC(CC(=O)c1ccccc1)C(=O)O (stereo unspecified),-3.4,5.1,3.0,-1.9,-0.5,-3.3,-1.4,i,-7.8,-4.5
COc1ccccc1Cn1c(-c2ccccc2OC)nc2ccccc21,5.2,-7.6,1.7,4.8,0.5,0.7,10.0,i,-2.3,1.3
CSC(=Nc1ccccc1)N=C(SCc1ccccc1)N(C)C,-0.4,4.6,-4.0,27.1,-0.4,1.5,15.7,i,4.7,-2.6
CCCCn1c(=O)nc2n(-c3ccc(Cl)cc3)c3ccccc3cc-2c1=O,0.3,3.7,-19.2,2.4,-1.0,6.1,-109.0,i,-4.9,2.1
Cn1cccc1/C=N/NC(=O)C12CC3CC(CC(C3)C1)C2,-1.0,-0.3,-6.2,10.1,-0.5,-1.0,3.2,i,-5.3,0.3
CCOc1ccc(/C(O)=C2/C(=O)C(=O)N(CCOCCO)C2c2ccccc2)cc1 (stereo unspecified),2.2,-0.3,-4.0,8.3,-0.3,13.1,-1.3,i,-13.9,5.9
Cc1nn(C)c(Oc2ccccc2)c1CCNS(=O)(=O)c1ccccc1,-0.7,-1.6,-1.7,2.9,-1.1,-4.8,-5.7,i,-1.7,-0.8
CCOC(=O)N1CCN(CC(=O)Nc2c(C(=O)OC)[nH]c3ccccc23)CC1,-1.5,1.9,7.3,-6.1,-0.3,1.8,-0.7,i,3.1,2.3
COCCn1c(C)cc(C(=O)CSc2ccc(NC(C)=O)cc2)c1C,0.2,-13.4,0.6,-17.9,-0.6,6.8,-8.7,i,0.3,-1.0

# Next section
molecule,LMPTP block,DNMT1 block,SUMO1-SIM PPI,SKN-1 block,Tb MetRS inh,NadD block,NRP1-CendR mod,Neddyl block,Scp1 inh,STEP inh
Cc1ccc(NC(=O)C2CCN(S(=O)(=O)c3ccc4c(c3)OCCO4)CC2)nc1,-0.9,7.2,2.1,-0.7,-0.1,-2.2,6.1,i,1.8,-0.2
CCC(OC(=O)CN1C(=O)C(=O)c2ccccc21)C(=O)Nc1ccc(S(N)(=O)=O)cc1 (stereo unspecified),-0.3,-2.8,2.7,1.6,-0.7,-1.0,0.6,i,-1.4,0.5
CCCc1cc(=O)oc2c(C)c(OCC(=O)N3CCC(C(=O)O)(c4ccccc4)CC3)ccc12,-1.9,0.5,-0.2,7.9,0.1,-3.6,-8.5,i,-4.0,4.2
CCOc1cc(/C=N/O)cc(Br)c1OCC(=O)NCc1ccccc1,-1.0,-13.4,2.0,4.2,-1.4,-5.3,8.8,i,0.2,-1.1

# Single records, as listed above. Screens in order: LMPTP block | DNMT1 block | SUMO1-SIM PPI | SKN-1 block | Tb MetRS inh | NadD block | NRP1-CendR mod | Neddyl block | Scp1 inh | STEP inh
# `CCC(OC(=O)CN1C(=O)C(=O)c2ccccc21)C(=O)Nc1ccc(S(N)(=O)=O)cc1` (stereo unspecified) across the screens: -0.3 | -2.8 | 2.7 | 1.6 | -0.7 | -1.0 | 0.6 | i | -1.4 | 0.5
# `CCCc1cc(=O)oc2c(C)c(OCC(=O)N3CCC(C(=O)O)(c4ccccc4)CC3)ccc12` across the screens: -1.9 | 0.5 | -0.2 | 7.9 | 0.1 | -3.6 | -8.5 | i | -4.0 | 4.2
